HCMV inh: blocks human cytomegalovirus replication. HFF cells, HCMV-luciferase reporter, 72 h; active compounds read low. activity change, negative = inhibition, % at 57.5 µM. 410,000 tested, 4.5% active. AID 1259415; in the data active = activity change below about -60%; inconclusive = no clear call, values can overlap the other calls; inactive = above about -39%
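Compounds were evaluated in HFFs infected with an HCMV luciferase reporter virus (MOI 1 PFU/cell). Luciferase in lysates collected 72 h post infection served as the replication measure.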
HCV inhibitor: inhibitors of hepatitis C virus infection; Huh7.5.1 HCVcc-Cre infection, luciferase reporter, 44 h; Potency, µM (series often up to 41.8 µM), without a hit: at the highest dose activity change, negative = inhibition, usual class: inhibitors; 340,000 tested, 3.4% active; AID 651820; also: potency is read from the fitted curve at half-maximal effect
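Seed cells (1,000/well) for 4 h; treat with compound and infect with HCVcc-Cre, moi about 0.5. Incubate 44 h, then detect luciferase activity.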
AMA1 RON2 block: inhibitors of Plasmodium falciparum AMA1-RON2 interaction; Potency, µM (series often up to 58.2 µM), inactives show top-dose activity change, negative = inhibition, usual class: inhibitors; 360,000 tested, 0.2% active; AlphaScreen AMA1-biotinylated RON2 peptide binding;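 also: potency is read from the fitted curve at half-maximal effect; 0% = vehicle wells and -100% = peptide control; nearly all actives have a fitted effect of over 45% in size; some results filed as inactive show a strong effect at the top dose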
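AMA1 (3D7) with his tag at 25 nM final met compounds first, then biotinylated RON2 peptide at 25 nM; detection used donor plus acceptor beads, 10 µg/mL apiece, read by AlphaScreen after 30 min at room temperature.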
Sm TGR inh: S. mansoni TGR enzyme inhibition. purified TGR, DTNB reduction, TNB absorbance 405 nm. Q962Y6. 360,000 tested, 3% active. Potency, µM (series often up to 114 µM), for the others: at the top dose activity change, negative = inhibition, most hits filed as inhibitors. AID 485364; also: potency is read from the fitted curve at half-maximal effect; nearly all actives have a fitted effect of over 60% in size
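TGR 20 nM + NADPH 100 uM (dispensed conc.), cpd preinc 15 min RT; start with NADPH (500 uM addition) then DTNB (15 mM addition). Kinetic TNB absorbance, 405 nm filter. Four-parameter Hill fit across titration.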
AmpC detergent: blocks E. coli AmpC beta-lactamase in detergent assay; AmpC hydrolysis of nitrocefin, absorbance 480 nm, 0.01% Triton; Potency, µM (titrated, usually from 114 µM), inactives show at the top dose activity change, negative = inhibition, actives largely listed as inhibitors; 370,000 tested, 0.041% active;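 also: potency is read from the fitted curve at half-maximal effect; 0% = no-compound wells and -100% = no-enzyme wells; nearly all actives have a fitted effect of over 25% in size; some results filed as inactive show a strong effect at the top dose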
Target sequence (P00811 whole entry, looked up): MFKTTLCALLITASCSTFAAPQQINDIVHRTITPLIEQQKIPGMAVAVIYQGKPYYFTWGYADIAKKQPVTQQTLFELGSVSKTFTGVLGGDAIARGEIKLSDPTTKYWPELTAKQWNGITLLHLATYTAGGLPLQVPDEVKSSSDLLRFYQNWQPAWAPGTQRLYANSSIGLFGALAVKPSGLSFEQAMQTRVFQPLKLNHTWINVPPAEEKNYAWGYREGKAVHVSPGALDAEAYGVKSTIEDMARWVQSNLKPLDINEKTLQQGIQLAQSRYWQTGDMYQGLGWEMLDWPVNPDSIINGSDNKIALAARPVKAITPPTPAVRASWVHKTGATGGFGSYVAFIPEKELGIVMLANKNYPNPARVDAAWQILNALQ
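20 mM phosphate pH 7.0 + 0.01% (detergent screen) or 0.0001% Triton X-100; 5.3 nM AmpC reagent; cpd preinc 15 min RT; nitrocefin (800 uM stock) to start; A480 q20 s × 4 min; Activity was normalised to no-enzyme and no-compound control wells.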
Giardia FBPA inh: blocks Giardia fructose-bisphosphate aldolase activity; 290,000 tested, 0.71% active; purified Giardia FBPA; Potency, µM (highest dose often 59.6 µM), without a hit: top-dose activity, negative = inhibition, actives largely listed as inhibitors; A8B2U2; also: potency is read from the fitted curve at half-maximal effect; nearly all actives have a fitted effect of over 55% in size
Target sequence (A8B2U2 whole entry, looked up): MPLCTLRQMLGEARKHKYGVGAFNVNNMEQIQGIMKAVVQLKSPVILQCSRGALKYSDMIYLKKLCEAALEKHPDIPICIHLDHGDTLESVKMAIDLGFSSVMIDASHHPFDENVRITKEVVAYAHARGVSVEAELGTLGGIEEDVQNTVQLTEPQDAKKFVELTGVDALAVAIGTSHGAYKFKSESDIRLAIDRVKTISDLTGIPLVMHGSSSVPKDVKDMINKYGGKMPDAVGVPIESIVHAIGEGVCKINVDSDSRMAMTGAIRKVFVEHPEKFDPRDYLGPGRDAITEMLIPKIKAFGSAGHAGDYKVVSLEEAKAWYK
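Giardia FBPA (40 nM reagent) was preincubated 10 min at RT with compound (up to 57.5 uM final), then substrate plus GAPDH/TPI/NAD/arsenate coupling system with diaphorase/resazurin was added; resorufin fluorescence (525/598 nm) was read after 20 min.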
* = called active by the depositor; ? = inconclusive; . = not tested or not shown; & = joins results of further samples; [ ] = another dose, or the depositor's remark. Unless noted, calls follow the shape of the dose curve; as a rule, active = well fitted curve in the direction sought with a large enough effect; inconclusive = small, poorly fitted or top-dose-only effect, or another doubt; inactive = no such curve, though single readings can be large; an effect the other way counts as inactive or inconclusive. Unless noted, % is scaled to controls: 0 for no effect and ±100 for the full control effect. Rows were taken by chance (roughly 9.3% active in at least one column).

SMILES	HCMV inh	HCV inhibitor	AMA1 RON2 block	Sm TGR inh	AmpC detergent	Giardia FBPA inh
COc1ccc(NC(=O)c2nnn(CC(=O)Nc3ccc(C)c(C)c3)c2N)cc1OC	-1	.	.	3%	7%	.
O=C(CSc1ccccn1)Nc1ccc2ccccc2c1	.	.	.	-4%	10%	-2%
CN(C)c1ccc(/C=N/OC(=O)Nc2ccccc2Cl)cc1	25	-11%	6%	10%	3%	-7%
O=C(COC(=O)c1ccco1)Nc1ccc2c(c1)OCCO2	-11	17%	-1%	2%	?	4%
Cc1ccc(S(=O)(=O)NCCOc2cc(C)ccc2C)cc1	113	-2%	0%	7%	5%	.
O=C(Nc1cccc2ncccc12)c1ccccc1Cl	24	8%	-23%	6%	7%	-4%
O=C(Nc1cccc(C(F)(F)F)c1)C1CCCN(S(=O)(=O)c2cnc[nH]2)C1 (stereo not given)	-37	-1%	-13%	-8%	2%	-18%
CN1CCC(OC(c2ccccc2)c2ccccc2)CC1	17	-27%	-6%	-6%	?	-4%
COCCNC(=O)CSc1nc(-c2ccc(C)cc2)nc2c1c(=O)n(C)c(=O)n2C	-8	.	.	-1%	4%	.
CC(C)c1ccccc1NC(=O)c1ccc2ncsc2c1	2	-10%	-7%	3%	?	-1%
COc1ccccc1CCCNC(=O)C1CCC(=O)N(CCCN2CCCC2=O)C1 (stereo not given)	?	-1%	23%	1%	-10%	.
Cc1ccc(NC(=O)NCCCN2CCCC2=O)c(C)c1	9	-2%	8%	1%	-3%	.
O=C(COC(=O)/C=C/c1ccc([N+](=O)[O-])cc1)Nc1ccc2[nH]c(=O)[nH]c2c1	-25	-3%	-26%	-20%	0%	.
O=C(CSc1nnc2ccccn12)Nc1cccc(-c2nc3ccccc3s2)c1	38	21%	4%	-15%	-8%	7%
CCCc1cc(=O)[nH]c2nnc(SCC(=O)Nc3nnc(SCC)s3)n12	-5	13%	-8%	-6%	?	.
Cc1ccccc1NC(=O)Cn1c(=O)n(Cc2ccc3c(c2)OCO3)c(=O)c2ccccc21	-61*	.	.	6%	16%	.
Cn1cc(Cl)c(C(=O)NNC(=S)Nc2cccc(Cl)c2)n1	?	20%	128%[activator]	.	3%	18%
COc1ccc(C2CC(c3ccc(F)cc3)n3nc(NS(C)(=O)=O)nc3N2)cc1 (stereo not given)	-37	10%	-14%	0%	-2%	9%
O=C(COc1ccc2ccccc2c1)NNC(=O)C(=O)Nc1ccccc1	4	6%	83%[activator]	3%	2%	-14%
O=C(Cn1cc[n+](CC(=O)c2ccccc2)c1)c1ccccc1	43	-4%	10%	12%	9%	12%
CCn1c(CN2CCCCC2)nc2cc(NC(=O)c3ccccc3[N+](=O)[O-])ccc21	-10	.	.	-9%	22%	.
Cc1ccccc1N1C(=O)CC(=O)NC1=O	10	11%	-10%	?	-11%	-10%
COc1c(C)cc(S(=O)(=O)N2CCOCC2)c(C)c1C	4	7%	-12%	3%[57.1 µM]	0%	3%
COc1cc(NC(=S)Nc2ccc3c(c2)OCCO3)cc(OC)c1OC	36	-16%	12%	-19%	1%	-9%
CCOC(=O)c1sc2nc(CSc3ccccc3)nc(NCCN(C)C)c2c1C	8	-19%	-8%	0%	3%	-2%
O=[N+]([O-])c1ccccc1Oc1ncccc1[N+](=O)[O-]	-2	12%	-18%	6%	0%	2%
CC(=O)Nc1ccc2c(c1)-c1ccc(F)cc1C2	40	?	-8%	.	.	.
Cc1ccc(CN2CCCn3nc(C(=O)NCCN(C)C)cc3C2=O)cc1	-1	.	.	0%	14%	.
COc1cc(/C=C(/C#N)C(=O)Nc2ccc(Cl)cc2)ccc1Oc1nc(Cl)ncc1F	-21	-29%	0%	-11%	1%	-19%
CCN(CC(=O)Nc1c(F)cccc1F)C(=O)c1cccc(S(=O)(=O)NCc2ccccc2)c1	-15	1%	-26%	-7%	0%	.
COc1ccc(-n2c(SCC(=O)NCc3ccco3)nc3sc4c(c3c2=O)CCN(C)C4)cc1	-5	-12%	-13%	-18%	2%	?
COc1c(C(=O)Nc2ccc(Br)cn2)ccc2ccccc12	44	11%	-2%	-26%	0%	-4%
O=C(NC1CCCCC1)C1CCN(C(=O)c2ccc(-c3ccccc3)cc2)CC1	19	1%	7%	0%	-4%	3%
CC[C@]12c3[nH]c4ccc(Cl)cc4c3CCN1C(=O)[C@@H](CC(=O)NCCc1ccccn1)C[C@@H]2C(=O)N1CCN(C(=O)C2CC2)CC1	-15	-24%	62%[activator]	.	.	.
CCOC(=O)N1CCC(NC(=O)Cn2ncc3c4ccccc4n(C)c3c2=O)CC1	2	21%&8%	0%	-8%	1%	1%
Cc1cccc(C)c1NC(=O)C[n+]1cc(-c2ccccc2)n2c1CCC2	12	20%	-10%	5%	-6%	1%
O=C(Nc1ccccn1)c1cc2ccccc2o1	-4	-10%	6%	-16%	?	-6%
CC(=O)Nc1c(C)nn(-c2ccccc2)c1N1CCC(C(=O)Nc2ccccc2C(F)(F)F)CC1	49	.	.	7%	9%	.
CCOC(=O)c1ccc(N2CCN(C(C)=O)CC2)c(NC(=O)c2cccnc2)c1	-40	14%	-4%	.	-1%	0%
COc1ccc(/C=C2/C(=O)OCc3cc(OC)c(OC)cc32)cc1	-26	?	9%	-3%	-8%	2%
CC(=O)COc1ccc2c3c(c(=O)oc2c1)CCCC3	82	1%	-4%	5%	-16%	-5%
CN1CCC(N(C)C(=O)/C(C#N)=C/c2ccccc2)CC1	53	19%	-4%	-14%	-9%	-18%
COc1ccc(NC(=O)C2CCN(S(=O)(=O)c3ccc4c(c3)CC(C)N4C(C)=O)CC2)c(OC)c1 (stereo not given)	-8	?	-13%	6%	-15%	0%
O=c1c2cc(-c3ccccc3)sc2nc2n1CCC2	112	.	.	1%	-3%	1%
CCOC(=O)C1=C(Nc2ccc(Br)cc2)CC(C)(O)C(C(=O)OCC)C1c1ccccc1 (stereo not given)	24	10%	-11%	0%	-9%	4%
CN(C)S(=O)(=O)c1ccc(NC(=O)C2CCCN(C(=O)c3ccc(Cl)cc3)C2)cc1 (stereo not given)	?	?	-11%	4%	-12%	-2%
C/C(CC(=O)Nc1cccc(Cl)c1Cl)=N\NC(=O)c1ccccc1N	94	-15%	83%[activator]	.	7%	-13%
COc1ccccc1CNC(=O)CCNS(=O)(=O)c1ccc2c(c1)CCCC(=O)N2	8	.	.	8%	28%	.
O=C(Nc1cccc(S(=O)(=O)N2CCCCC2)c1)C1CCN(C(=O)c2ccc(Cl)cc2)CC1	-25	-30%	-9%	-7%	1%	.
CN1CCN(C(=O)CSc2nc(-c3cccs3)ccc2C#N)CC1	63	-26%	-2%	1%	?	-9%
COc1ccc(CCNC(=O)c2ccco2)cc1	-14	0%	0%	-4%[11.4 µM]	-2%	1%
O=C(CCN1C(=O)C2C3C=CC(C3)C2C1=O)N1CCN(c2ccccc2F)CC1 (stereo not given)	18	18%	-4%	-6%	-2%	4%
NC(=O)c1sc2nc(-c3ccccc3)c3c(c2c1N)CCCC3	-61*	-22%	126%[activator]	-33%	0%	28%
Cc1ccc(-c2nc3cccc(C)n3c2Nc2ccc3c(c2)OCCO3)cc1	76	.	.	8%	-4%	.
COc1ccccc1-c1nc(SCC(=O)NCc2ccccc2)c2c(=O)n(C)c(=O)n(C)c2n1	0	.	.	-33%	18%	.
O=C1C(=O)N(CCCO)C(c2ccccc2)/C1=C(\O)c1ccc(Br)cc1 (stereo not given)	-11	5%	-4%	12%	-11%	-7%
COc1ccc(CCNC(=O)c2cc3c(=O)n4cccc(C)c4nc3n(Cc3ccncc3)c2=N)cc1	.	-13%	.	-3%	-8%	1%
O=C(N/N=C/c1sc(=O)[nH]c1-[n+]1ccc2ccccc2c1)c1ccccc1[O-]	-5	-3%	51%[activator]	-5%	3%	.

Exported as comma-separated lines: entries from further up.
mol,HCMV inh,HCV inhibitor,AMA1 RON2 block,Sm TGR inh,AmpC detergent,Giardia FBPA inh
O=C(Nc1ccccn1)c1cc2ccccc2o1,-4,-10%,6%,-16%,?,-6%
CC(=O)Nc1c(C)nn(-c2ccccc2)c1N1CCC(C(=O)Nc2ccccc2C(F)(F)F)CC1,49,.,.,7%,9%,.
CCOC(=O)c1ccc(N2CCN(C(C)=O)CC2)c(NC(=O)c2cccnc2)c1,-40,14%,-4%,.,-1%,0%
COc1ccc(/C=C2/C(=O)OCc3cc(OC)c(OC)cc32)cc1,-26,?,9%,-3%,-8%,2%
CC(=O)COc1ccc2c3c(c(=O)oc2c1)CCCC3,82,1%,-4%,5%,-16%,-5%
CN1CCC(N(C)C(=O)/C(C#N)=C/c2ccccc2)CC1,53,19%,-4%,-14%,-9%,-18%
COc1ccc(NC(=O)C2CCN(S(=O)(=O)c3ccc4c(c3)CC(C)N4C(C)=O)CC2)c(OC)c1 (stereo not given),-8,?,-13%,6%,-15%,0%
O=c1c2cc(-c3ccccc3)sc2nc2n1CCC2,112,.,.,1%,-3%,1%
CCOC(=O)C1=C(Nc2ccc(Br)cc2)CC(C)(O)C(C(=O)OCC)C1c1ccccc1 (stereo not given),24,10%,-11%,0%,-9%,4%
CN(C)S(=O)(=O)c1ccc(NC(=O)C2CCCN(C(=O)c3ccc(Cl)cc3)C2)cc1 (stereo not given),?,?,-11%,4%,-12%,-2%
C/C(CC(=O)Nc1cccc(Cl)c1Cl)=N\NC(=O)c1ccccc1N,94,-15%,83%[activator],.,7%,-13%
COc1ccccc1CNC(=O)CCNS(=O)(=O)c1ccc2c(c1)CCCC(=O)N2,8,.,.,8%,28%,.
O=C(Nc1cccc(S(=O)(=O)N2CCCCC2)c1)C1CCN(C(=O)c2ccc(Cl)cc2)CC1,-25,-30%,-9%,-7%,1%,.
CN1CCN(C(=O)CSc2nc(-c3cccs3)ccc2C#N)CC1,63,-26%,-2%,1%,?,-9%
COc1ccc(CCNC(=O)c2ccco2)cc1,-14,0%,0%,-4%[11.4 µM],-2%,1%
O=C(CCN1C(=O)C2C3C=CC(C3)C2C1=O)N1CCN(c2ccccc2F)CC1 (stereo not given),18,18%,-4%,-6%,-2%,4%
NC(=O)c1sc2nc(-c3ccccc3)c3c(c2c1N)CCCC3,-61*,-22%,126%[activator],-33%,0%,28%
Cc1ccc(-c2nc3cccc(C)n3c2Nc2ccc3c(c2)OCCO3)cc1,76,.,.,8%,-4%,.
COc1ccccc1-c1nc(SCC(=O)NCc2ccccc2)c2c(=O)n(C)c(=O)n(C)c2n1,0,.,.,-33%,18%,.

Screens (PubChem)
